ARNT-TACC3 inh = disrupts binding between human ARNT and TACC3; inhibition, % at 9.99 µM; Q9Y6A5; AlphaScreen His-ARNT PAS-B/GST-TACC3 binding, luminescence; TACC3 fragment carries E629A point mutation; 390,000 compounds, 0.66% hits;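 active means mean inhibition of replicates at least 50% and at least half of replicates each reaching 50%; inconclusive means half or more replicates reach 50% but mean below 50%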;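 further: 0% = complete ARNT plus TACC3 wells and 100% = ARNT alone without TACC3; many hits fall short of the cut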
miR122 inh = blocks miR-122 activity in Huh7 sensor cells; activation (reporter increase), % at 12.5 µM; 340,000 compounds, 0.3% hits; Huh7 miR-122 Renilla luciferase sensor, 48 h; neutral wells = 0, positive control = 100;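 active means mean replicate activation score at least 90 and every replicate individually at or above 90; inconclusive means only one of the two criteria met; inactive means neither criterion met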;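 further: higher luciferase means less miR-122 activity so hits act as miR-122 inhibitors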
Cneo AK release = causes C. neoformans cell lysis; adenylate kinase release luminescence, 4 h; normalised: neutral wells 0, clomiphene wells 100; lysis activity, % at 15 µM; 360,000 compounds, 0.2% hits;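 active means mean lysis activity across replicates of at least 80%, whatever share of replicates individually reach that level; inactive means mean lysis activity below 80%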
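Material: C. neoformans cells; Schedule: 4 h static compound exposure, 37 °C, read 1 h post-reagent; Measured by: adenylate kinase release luminescence; Read-out: signal increase indicating cell lysis; Controls: Clomiphene as positive lysis control.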
SIRT5 block = inhibitors of human sirtuin-5 desuccinylase; Q9NXA8; Purified SirT5, succinyl-peptide AMC, trypsin-coupled fluorescence; inhibition, % at 15 µM; 330,000 compounds, 1.1% hits; AID 652115; in the data active means inhibition above about 15%; inconclusive means no clear call, values can overlap the other calls
Target sequence (Q9NXA8 whole entry, looked up): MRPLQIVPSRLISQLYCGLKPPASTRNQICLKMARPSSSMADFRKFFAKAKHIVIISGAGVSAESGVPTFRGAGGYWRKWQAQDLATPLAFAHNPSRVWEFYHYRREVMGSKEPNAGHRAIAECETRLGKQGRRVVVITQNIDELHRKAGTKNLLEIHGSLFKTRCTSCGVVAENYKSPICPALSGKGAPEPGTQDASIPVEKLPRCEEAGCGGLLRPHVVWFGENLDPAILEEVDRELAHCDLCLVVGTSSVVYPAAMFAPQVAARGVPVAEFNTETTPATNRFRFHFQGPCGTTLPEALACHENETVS
Statin myotox sup = suppression of simvastatin myotoxicity | C2C12 myotubes + simvastatin, ATP luminescence, 48 h; scaled: DMSO 0, geranylgeraniol control 100 | rescue of ATP level, % at 7.49 µM | 330,000 compounds, 0.78% hits | AID 602340;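 active means mean ATP rescue above about 67%, or every replicate alone reaching that limit, limit read from the data, passing the limit was not always enough; inconclusive means no clear call, values can overlap the other calls; inactive means mean under the limit and some replicate under it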;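 further: myotubes were challenged with 10 µM simvastatin during compound exposure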
esBAF inh = SWI/SNF esBAF complex inhibition | mouse ES cells, Bmi1-luciferase knock-in reporter, 24 h; 100% = twice the neutral-well signal | reporter increase, % at 12.5 µM | 350,000 compounds, 2% hits | AID 602393; in the data active means activation above about 40%; inconclusive means no clear call, values can overlap the other calls;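 further: 0% = median of the plate's neutral control wells and 100% = double that signal; a rise in the Bmi1 reporter signal indicates esBAF inhibition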
ERp5 block = inhibitors of human ERp5; inhibition, % at 9.99 µM; ERp5 insulin aggregation, absorbance 650 nm, 90 min; 350,000 compounds, 0.05% hits; Q15084; AID 651711;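 active means mean replicate inhibition above about 25%, with every replicate also reaching it, limit read from the data, passing the limit was not always enough; inconclusive means only one of those two criteria met; inactive means neither criterion met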
Target sequence (Q15084 whole entry, looked up): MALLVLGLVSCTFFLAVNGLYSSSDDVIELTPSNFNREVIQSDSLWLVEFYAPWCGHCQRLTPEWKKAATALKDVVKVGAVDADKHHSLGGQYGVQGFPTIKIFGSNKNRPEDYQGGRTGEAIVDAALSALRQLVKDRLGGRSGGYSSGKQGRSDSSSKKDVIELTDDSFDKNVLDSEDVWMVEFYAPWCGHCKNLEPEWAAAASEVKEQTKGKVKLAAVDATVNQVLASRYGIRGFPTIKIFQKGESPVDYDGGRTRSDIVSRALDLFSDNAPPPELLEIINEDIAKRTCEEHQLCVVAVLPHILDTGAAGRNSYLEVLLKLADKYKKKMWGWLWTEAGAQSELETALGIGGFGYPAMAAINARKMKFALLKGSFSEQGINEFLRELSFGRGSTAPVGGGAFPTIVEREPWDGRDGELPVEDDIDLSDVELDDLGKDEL
* marks the source's active call; other numbers are inactive results; ? = inconclusive; / = no result given; & = joins results of further samples; [ ] = dose if it differs, or a comment.

SMILES | ARNT-TACC3 inh | miR122 inh | Cneo AK release | SIRT5 block | Statin myotox sup | esBAF inh | ERp5 block
Cc1noc(C)c1NC(=O)Nc1ccc2c(c1)C(=O)N([C@H](C)CO)C[C@H](C)[C@@H](CN(C)S(=O)(=O)c1ccccc1)OCCCC[C@@H](C)O2 | 4 | 3[16.7 µM] | 44 | 0 | / | 4 | 3
Cc1ccc(S(=O)(=O)N(C)C[C@@H]2Oc3c(NC(=O)Nc4ccc(C(F)(F)F)cc4)cccc3C(=O)N([C@H](C)CO)C[C@H]2C)cc1 | -1 | 0[16.7 µM] | 3 | 11 | -31 | 0 | -4
O=C(Nc1ccccc1Cl)Oc1ccc(Cl)cc1Cl | -3 | -4 | 0 | -10 | -11 | 5 | 1
CC1CCC(=NNS(=O)(=O)c2ccc([N+](=O)[O-])cc2)CC1 (stereo not drawn) | -2 | -6 | / | 1 | -6 | -2 | -6
COc1ccc(S(=O)(=O)NNC(=O)Cc2csc(C)n2)cc1[N+](=O)[O-] | 13 | 4 | -2 | 0 | 6 | 9 | 3
COc1ccc(N2CCN(S(=O)(=O)CCNC(=O)C3CC3)CC2)cc1 | -5 | / | / | -4 | / | / | 0
COC(=O)Nc1ccc(S(=O)(=O)N2CCCCC2)cc1 | -2 | -12 | 3 | / | -7 | -3 | /
O=C(O)C1C(=O)NCC1c1ccccc1 (stereo not drawn) | -10 | / | / | -1 | / | / | -3
Cc1cc2c(nn1)CCc1nonc1-2 | -4 | / | -1 | -1 | -1 | 1 | -1
N/C(=N\c1nc(CSc2ccccn2)cc(=O)[nH]1)Nc1ccc(Cl)cc1Cl | -3 | -15 | 1 | -6 | -40 | -1 | -2
O=C(COC(=O)c1cccc(F)c1)NCCC1=CCCCC1 | -9 | -4 | 1 | / | 15 | / | -1
CC(C)NC(=O)c1onc(CSc2ccc(F)cc2)c1C(=O)O | -6 | / | 25 | / | 25 | 2 | -2
Cc1ccc(S(=O)(=O)N(C)C)cc1NC(=S)NNC(=O)C(N)=O | / | 2 | / | 1 | / | / | 0
COc1ccc(NC(=O)N(C)C[C@@H]2Oc3ccc(NC(=O)Nc4cccc5ccccc45)cc3C(=O)N([C@@H](C)CO)C[C@@H]2C)cc1 | -1 | -1[16.7 µM] | 0 | 3 | / | 0 | -8
S=C(NCc1ccccc1)NCc1ccccc1 | -5 | / | 7 | -2 | -13 | -2 | 4

Next part; the last seven above are carried over.
SMILES | ARNT-TACC3 inh | miR122 inh | Cneo AK release | SIRT5 block | Statin myotox sup | esBAF inh | ERp5 block
Cc1cc2c(nn1)CCc1nonc1-2 | -4 | / | -1 | -1 | -1 | 1 | -1
N/C(=N\c1nc(CSc2ccccn2)cc(=O)[nH]1)Nc1ccc(Cl)cc1Cl | -3 | -15 | 1 | -6 | -40 | -1 | -2
O=C(COC(=O)c1cccc(F)c1)NCCC1=CCCCC1 | -9 | -4 | 1 | / | 15 | / | -1
CC(C)NC(=O)c1onc(CSc2ccc(F)cc2)c1C(=O)O | -6 | / | 25 | / | 25 | 2 | -2
Cc1ccc(S(=O)(=O)N(C)C)cc1NC(=S)NNC(=O)C(N)=O | / | 2 | / | 1 | / | / | 0
COc1ccc(NC(=O)N(C)C[C@@H]2Oc3ccc(NC(=O)Nc4cccc5ccccc45)cc3C(=O)N([C@@H](C)CO)C[C@@H]2C)cc1 | -1 | -1[16.7 µM] | 0 | 3 | / | 0 | -8
S=C(NCc1ccccc1)NCc1ccccc1 | -5 | / | 7 | -2 | -13 | -2 | 4
O=C(COC(=O)C1(c2ccc(Cl)cc2)CCCC1)N1CCc2ccccc21 | -1 | / | / | -2 | / | / | -6
O=C(C[C@H]1CC[C@@H]2NC[C@@H](O)COC[C@H]2O1)NCCN1CCCCC1 | -3 | 5[16.7 µM] | -2 | / | -10 | 3 | /
CN(C)c1ccc(C=Cc2cnccn2)cc1 | -32 | -6 | -2 | / | 1 | -20 | -1
COc1ccc(C(=O)Nc2cc(-c3ccc(C)cc3)no2)cc1 | 13 | 2 | 2 | -1 | -7 | 8 | 3
COCCNc1cc(C)nc2ccccc12 | 1 | -2 | -1 | / | -10 | -6 | /
COC(=O)C(C)Sc1ccc2nnc(-c3ccc(F)cc3)n2n1 (stereo not drawn) | -8 | 10 | / | -1 | / | / | 1
CC1=C(C(=O)N(C(C)C)C(C)C)CC(CC(=O)NC2CCCCC2)C(=O)N1CCC1=CCCCC1 (stereo not drawn) | / | 24 | 1 | 2 | 11 | -5 | 9
Cc1ncc([N+](=O)[O-])n1CC(=O)N/N=C/c1ccccc1F | 0 | / | / | 0 | / | / | 0
Cc1cccc(N(C(=O)Cc2cccs2)C(C(=O)NC2CCCC2)c2ccncc2)c1 (stereo not drawn) | -5 | -7 | 2 | 0 | -3 | 2 | 0
Cc1cc(F)ccc1S(=O)(=O)Nc1nc2ccccc2nc1Cl | -2 | 0 | -1 | -4 | -12 | -5 | -2
CCCC(CCC)C(=O)NNc1cc(=O)c2c(=O)n(C)c(=O)n(C)c2[nH]1 | -4 | 2 | -1 | / | 22 | -7 | /
CC(=O)N[C@H]1CC[C@@H](CCNC(=O)C2CCCC2)O[C@H]1CO | -6 | 8[16.7 µM] | 1 | 0 | 7 | 1 | -3
C[C@H](CO)N1C[C@H](C)[C@@H](CN(C)Cc2ccc3c(c2)OCCN3C)OCc2cnnn2CCCC1=O | -2 | 0 | -1&-2 | 0&3 | -2&-4 | 2&-5 | ?
Cc1noc(C)c1NC(=O)N(C)C[C@@H]1Oc2ccc(NS(C)(=O)=O)cc2C(=O)N([C@H](C)CO)C[C@H]1C | -5 | -3[16.7 µM] | 0 | 2 | 13 | 0 | -2
NCc1ccccc1 | 0 | 7 | 0 | -4 | 7 | -1 | 2
C[C@H]1CN([C@@H](C)CO)C(=O)c2cc(NC(=O)C3CCCCC3)ccc2O[C@@H]1CN(C)C(=O)Nc1ccc(C(F)(F)F)cc1 | / | 4[16.7 µM] | -2 | / | -9 | 2 | 4
COc1ccc(-c2nc3ccccc3s2)cc1NC(C)=O | 30 | 12 | 1 | -6 | 2 | 39 | -2
Cc1ccccc1NC(=O)C(C)SCc1ccccc1 (stereo not drawn) | -4 | -5 | 1 | -3 | 4 | 8 | -4
CC(C)(C)N(Cc1ccccc1)C(=O)c1cc2ccccc2o1 | -3 | 31 | -1 | -2 | -13 | -3 | 0
C[C@@H]1CN([C@@H](C)CO)S(=O)(=O)c2ccc(C#Cc3ccncc3)cc2O[C@@H]1CN(C)C(=O)c1ccncc1 | -3 | -16[16.7 µM] | 2 | 1 | -16 | 13 | -4
CCN1CCN(c2ccc(S(=O)(=O)N(CC)CC)cc2[N+](=O)[O-])CC1 | 2 | 3 | / | / | 3 | 0 | /
O=C(N/N=C(\c1ccccc1)c1cccnc1)c1ccc(O)cc1 | -2 | -4 | -2 | 3 | 6 | 0 | 3
CCOC(=O)CN1C(=N)N(c2nc(NC(C)C)nc(OC)n2)CC1=O | -39 | / | 7 | 2 | -11 | 6 | -3
CN(C)c1ccc(C=NCC2(O)CCOC(C)(C)C2)cc1 (stereo not drawn) | 41 | -7 | 2 | / | -10 | -7 | /
Cc1ccc(NC(=O)Cn2nnc(C(=O)Nc3ccc(F)c(Cl)c3)c2N)cc1 | -2 | 1 | -4 | -1 | 6 | 0 | /
COc1ccccc1-c1nnc(NC(=O)OCC(C)C)s1 | -3 | 6 | 2 | / | -4 | 4 | /
CCSc1nc2cc(C(=O)OC)ccc2c(=O)n1CC | -5 | -2 | -1 | / | 3 | -3 | /
Cn1ccnc1C1CCCCN1Cc1nc(-c2ccc3c(c2)OCO3)no1 (stereo not drawn) | 27 | / | / | -11 | / | / | 2
CC1CC(C)CN(C(=O)c2ccc(-c3ccc([N+](=O)[O-])cc3)o2)C1 (stereo not drawn) | 11 | / | 4 | -1 | -6 | 37 | 12
COc1ccc(/C=C2\SC(=S)N(CCC(=O)NC3CCCC3)C2=O)cc1OC | -1 | / | -2 | -1 | 11 | 9 | 0
O=C(Nc1ccc(Cl)cc1)N[C@H]1CC[C@H](CCn2cc(C3(O)CCCC3)nn2)O[C@@H]1CO | 9 | -18[16.7 µM] | -1 | 0 | -5 | 4 | 2
O=C(C[C@@H]1CC[C@H](NC(=O)CN2CCOCC2)[C@H](CO)O1)NCCc1ccccc1 | / | / | 5 | -5 | 0 | 1 | 6
COc1ccc(-c2csc(NC(=O)Cc3ccccc3F)n2)c(OC)c1 | 2 | 10 | -1 | 1 | 14 | 8 | 1
CCOC(=O)N1CCN(C(=O)COC(=O)C2CCN(S(=O)(=O)c3ccc(C)c(C)c3)CC2)CC1 | -6 | / | 0 | -3 | 2 | -2 | -6
Cc1ccc2c(c1)NC(=O)[C@@]1(C)[C@@H](c3ccccc3)[C@H]3COc4ccccc4[C@@H]3N1C2=O | -2 | -1 | -11 | 11 | -6 | 1 | -2
COC(=O)[C@@H]1[C@@H](CO)[C@@H]2Cn3c(ccc(-c4cccc(F)c4)c3=O)[C@@H]2N1S(C)(=O)=O | -10 | / | -4 | -20 | -8 | -2 | -1
COc1cc(NC(=O)c2ccccc2)c(OC)cc1NC(=O)Cc1ccc(F)cc1 | 0 | -4 | 12 | 1 | -2 | 4 | 3
Cc1cccc(C)c1NC(=O)N1C(C(=O)O)CSC1C(=O)O (stereo not drawn) | -3 | 1 | -1 | / | -8 | 4 | /
O=C(Nc1ccc(F)c(F)c1)c1cc(S(=O)(=O)N2CCN(c3ccccn3)CC2)ccc1F | -4 | -5 | 2 | / | -11 | 3 | -3
CCN(CC)S(=O)(=O)c1ccc2oc(C(=O)NC3CCCc4ccccc43)c(C)c2c1 (stereo not drawn) | -1 | / | 2 | -6 | -4 | -6 | -1
Cc1cc(NS(=O)(=O)c2ccc(NC(=O)c3ccc(F)cc3)cc2)nc(C)n1 | 2 | 10 | 0 | -3 | 0 | -4 | -3
CC(C)(C)c1ccc(C(=O)Nc2ccc(Oc3cccnc3)nc2)cc1 | 4 | -7 | -4 | -1 | / | / | 0
O=C(Nc1cccc(F)c1)N1CCCCN2[C@@H](CO)[C@H](c3ccc(-c4ccccc4F)cc3)[C@@H]2C1 | 24 | 0[16.7 µM] | 2 | -4 | / | / | 2
O=C(CSC(=S)N1CCCC1)N1CCN(S(=O)(=O)c2cccc([N+](=O)[O-])c2)CC1 | 5 | / | 2 | -5 | / | / | 2
CC1=C(C(=O)N(C(C)C)C(C)C)CC(CC(=O)NC2CCCC2)C(=O)N1Cc1ccc(F)cc1 (stereo not drawn) | / | 2 | -3 | -3 | -10 | -2 | 2
Cn1c(N)c(C(=O)c2ccc(C#N)cc2)c(=O)n(C)c1=O | 3 | -1 | 0 | / | / | / | /

Screens from PubChem.
